Runt-CBFb FRET = inhibitors of human RUNX1 Runt domain binding to CBFb | Q01196+Q13951 | Cerulean-Runt/Venus-CBFb FRET ratio 530/480, 1 h | inhibition, % at 20 µM | actives 0.46% (n = 220,000);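 active = inhibition over about 50% at 20 µM in the single-dose screen, limit read from the data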;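 also: 0% = DMSO wells and 100% = excess unlabeled CBFb competitor control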
Target sequence (Q01196 whole entry, looked up, the tested form may be a part): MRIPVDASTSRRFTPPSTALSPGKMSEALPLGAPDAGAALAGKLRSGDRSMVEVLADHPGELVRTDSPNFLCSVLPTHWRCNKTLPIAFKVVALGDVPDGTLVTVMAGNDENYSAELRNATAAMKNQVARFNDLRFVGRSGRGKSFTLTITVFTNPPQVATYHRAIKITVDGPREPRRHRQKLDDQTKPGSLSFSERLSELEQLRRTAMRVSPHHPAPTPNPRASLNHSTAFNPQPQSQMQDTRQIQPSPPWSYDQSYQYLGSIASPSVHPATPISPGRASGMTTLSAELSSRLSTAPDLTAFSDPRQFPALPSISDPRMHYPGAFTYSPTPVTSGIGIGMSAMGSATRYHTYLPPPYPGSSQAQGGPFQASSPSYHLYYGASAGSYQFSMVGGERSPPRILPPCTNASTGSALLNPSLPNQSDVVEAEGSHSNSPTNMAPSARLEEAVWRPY
Target sequence (Q13951 whole entry, looked up, the tested form may be a part): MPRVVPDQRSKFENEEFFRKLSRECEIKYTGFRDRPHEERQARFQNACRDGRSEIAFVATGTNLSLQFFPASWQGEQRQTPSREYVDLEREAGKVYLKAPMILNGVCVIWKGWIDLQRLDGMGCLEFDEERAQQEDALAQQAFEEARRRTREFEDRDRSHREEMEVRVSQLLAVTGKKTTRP
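Reagent – Venus-CBFb binding partner, 100 nM · Assay system – Cerulean-tagged RUNX1 Runt domain (FRET donor) fusion protein · Input – 100 nM per protein · Incubation – two 1 h room-temperature incubations shielded from light · Measured by – FRET fluorescence · Medium – Tris buffer pH 7.5 with salts and BSA · Benchmarks – unlabeled CBFb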
Runt-SMMHC FRET = inhibitors of human RUNX1 Runt domain binding to CBFb-SMMHC | Q01196+Q13951 | Cerulean-Runt/Venus-CBFb-SMMHC FRET ratio 530/480, 1 h | inhibition, % at 20 µM | actives 0.74% (n = 220,000) | AID 1434;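 active = mean inhibition across duplicate retests at 20 µM reaching about 50%, limit read from the data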;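 also: 0% = DMSO wells and 100% = wells with excess untagged CBFb-SMMHC; inhibitors lower the FRET ratio by blocking Runt binding to CBFb-SMMHC; some results filed as inactive read as strong as hits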
An asterisk follows results filed as active. An excerpt. The share of hits here may be higher or lower than overall.

#	Runt-CBFb FRET	Runt-SMMHC FRET	mol
1	59*	79*	CCN(CC)c1ccc2cc(C(=O)Nc3cccnc3N3CCOCC3)c(=O)oc2c1
2	18	18	COc1cccc(-c2nn3c(-c4ccco4)nnc3s2)c1
3	0	0	CCCn1c(=O)c2ccccc2n2c(SCC(=O)c3cc(C)n(CCOC)c3C)nnc12
4	0	49	O=C(CCCC(=O)N1CCc2ccccc21)N1CCc2ccccc21
5	-1	-2	Cc1ccc2c(COC(=O)c3cnc(C)cn3)cc(=O)oc2c1
6	-2	-1	O=C(CSc1ccccn1)N1CCN(C(=O)CSc2ccccn2)CC1
7	-1	0	Cc1nn(C(=O)c2ccoc2C)c(N)c1-c1ccccc1
8	-2	-3	Cc1ccc(-n2ncc3c2ncn2c(-c4ccncc4)nnc32)cc1
9	5	13	CCN1CCN(C(=O)c2cc3c(=O)n4ccccc4nc3n2Cc2ccccc2)CC1
10	2	-1	COc1ccc(N2CCn3c2nc2c3c(=O)n(CCc3ccccc3)c(=O)n2C)cc1
11	0	-13	CCC(C)n1c(C)nc2c(c1=O)c1nc3ccccc3nc1n2-c1ccc2c(c1)OCCO2 (centres undefined)
12	-2	-4	O=C(Nc1cccc(-c2nnc(-c3ccccc3)o2)c1)c1ccco1
13	0	-1	COc1ccc(-n2nnc3c(=O)n(CC(=O)N4CCC(Cc5ccccc5)CC4)cnc32)cc1
14	1	-22	O=c1[nH]c2cc3c(cc2cc1C(c1nnnn1C1CCCC1)N1CCCc2ccccc21)OCCO3 (centres undefined)
15	1	2	Cc1ccc(C2C(C(=O)c3sc(C)nc3C)=C(O)C(=O)N2CCCN(C)C)o1 (centres undefined)
16	0	-2	Cc1sc2nc(C(C)Sc3nnc(C)n3-c3ccccc3)[nH]c(=O)c2c1C (centres undefined)
17	-4	-3	COC(=O)c1ccc(C2C(C(=O)OC(C)C)=C(C)N=C3SCCC(=O)N32)cc1 (centres undefined)
18	-40	-25	COc1cc2cc(CN(Cc3nnnn3C3CCCC3)C3CCCC3)c(=O)[nH]c2cc1OC
19	-2	-1	C/C(Cl)=C/Cn1c(SCC(C)C)nc2c1c(=O)[nH]c(=O)n2C
20	-2	4	COc1ccc2nc(NC3=NCN(CC4CCCO4)CN3)nc(C)c2c1 (centres undefined)
21	-2	-2	Cc1cc(C)n2nc(C(=O)Nc3ccccc3N3CCOCC3)nc2n1
22	2	-3	Cc1csc2ncc(C(=O)NCc3ccc4c(c3)OCO4)c(=O)n12
23	-1	-4	O=c1nc2n(c3ccccc13)Cc1ccccc1-2
24	-1	-2	CCOc1ccccc1Nc1ncnc2c1cnn2-c1ccccc1
25	1	-3	O=C(c1cnc2sccn2c1=O)N1CCCc2ccccc21

Exported tab-delimited: entries from further up
item	smiles	Runt-CBFb FRET	Runt-SMMHC FRET
23	O=c1nc2n(c3ccccc13)Cc1ccccc1-2	-1	-4
4	O=C(CCCC(=O)N1CCc2ccccc21)N1CCc2ccccc21	0	49
15	Cc1ccc(C2C(C(=O)c3sc(C)nc3C)=C(O)C(=O)N2CCCN(C)C)o1 (centres undefined)	1	2
19	C/C(Cl)=C/Cn1c(SCC(C)C)nc2c1c(=O)[nH]c(=O)n2C	-2	-1

A second format for some results above:
#	molecule	Runt-CBFb FRET	Runt-SMMHC FRET
1	CCN(CC)c1ccc2cc(C(=O)Nc3cccnc3N3CCOCC3)c(=O)oc2c1	59*	79*
2	COc1cccc(-c2nn3c(-c4ccco4)nnc3s2)c1	18	18
3	CCCn1c(=O)c2ccccc2n2c(SCC(=O)c3cc(C)n(CCOC)c3C)nnc12	0	0
4	O=C(CCCC(=O)N1CCc2ccccc21)N1CCc2ccccc21	0	49
5	Cc1ccc2c(COC(=O)c3cnc(C)cn3)cc(=O)oc2c1	-1	-2
6	O=C(CSc1ccccn1)N1CCN(C(=O)CSc2ccccn2)CC1	-2	-1
7	Cc1nn(C(=O)c2ccoc2C)c(N)c1-c1ccccc1	-1	0
8	Cc1ccc(-n2ncc3c2ncn2c(-c4ccncc4)nnc32)cc1	-2	-3
9	CCN1CCN(C(=O)c2cc3c(=O)n4ccccc4nc3n2Cc2ccccc2)CC1	5	13
10	COc1ccc(N2CCn3c2nc2c3c(=O)n(CCc3ccccc3)c(=O)n2C)cc1	2	-1
11	CCC(C)n1c(C)nc2c(c1=O)c1nc3ccccc3nc1n2-c1ccc2c(c1)OCCO2 (centres undefined)	0	-13
12	O=C(Nc1cccc(-c2nnc(-c3ccccc3)o2)c1)c1ccco1	-2	-4
13	COc1ccc(-n2nnc3c(=O)n(CC(=O)N4CCC(Cc5ccccc5)CC4)cnc32)cc1	0	-1
14	O=c1[nH]c2cc3c(cc2cc1C(c1nnnn1C1CCCC1)N1CCCc2ccccc21)OCCO3 (centres undefined)	1	-22
15	Cc1ccc(C2C(C(=O)c3sc(C)nc3C)=C(O)C(=O)N2CCCN(C)C)o1 (centres undefined)	1	2
16	Cc1sc2nc(C(C)Sc3nnc(C)n3-c3ccccc3)[nH]c(=O)c2c1C (centres undefined)	0	-2
17	COC(=O)c1ccc(C2C(C(=O)OC(C)C)=C(C)N=C3SCCC(=O)N32)cc1 (centres undefined)	-4	-3
18	COc1cc2cc(CN(Cc3nnnn3C3CCCC3)C3CCCC3)c(=O)[nH]c2cc1OC	-40	-25
19	C/C(Cl)=C/Cn1c(SCC(C)C)nc2c1c(=O)[nH]c(=O)n2C	-2	-1

New compounds follow:
#	Runt-CBFb FRET	Runt-SMMHC FRET	mol
26	2	2	CCN1CCC(C(=O)NC2CCCC2)(N(Cc2cccs2)C(=O)Cn2nnc3ccccc32)CC1
27	0	1	CCOc1ccc(N2CCCCn3c2nc2c3c(=O)[nH]c(=O)n2C)cc1
28	0	-4	Cc1ccccc1COc1ccc(/C(O)=C2/C(=O)C(=O)N(CCCn3ccnc3)C2c2ccco2)cc1 (centres undefined)
29	1	-3	Cc1cc2ccccc2n2c(SCC(=O)N3CCN(C(=O)c4ccco4)CC3)nnc12
30	2	-3	O=c1c2ccccc2nnn1CSc1nc2ccccc2c(=O)n1Cc1ccco1
31	-4	-2	CCn1cc(C(=O)NCc2ccc(OC)cc2OC)c(=O)c2ccc(C)nc21
32	-2	4	COc1ccc(Cl)cc1Nc1nc(N2CCCC2)nc(N2CCCC2)n1
33	-6	0	CCOc1cc(N2CCOCC2)c(OCC)cc1NC(=O)c1ccc(=O)n(Cc2ccccc2)n1
34	-2	0	O=C1c2ccccc2C(=O)N1Cc1nc(-c2ccccc2)no1
35	1	-1	COc1ccc(CCNC(=O)CSc2nc(C)nc3c2c(=O)n(C)c(=O)n3C)cc1OC
36	-6	-2	CCCCc1nc2ccccc2c(=O)n1NC(=O)c1c(O)c2cccc3c2n(c1=O)CC3
37	0	1	Cn1c(=O)c2c(nc(NCCCN3CCOCC3)n2Cc2ccc(Cl)cc2Cl)n(C)c1=O
38	0	0	COc1cc(C2C(C(=O)c3sc(C)nc3C)=C(O)C(=O)N2CCN(C)C)cc(OC)c1OC (centres undefined)
39	0	4	COc1ccccc1-c1nn2c(-c3ccc(C(C)(C)C)cc3)nnc2s1
40	1	-2	CCC1CCCCN1Cc1nc2c(c(=O)n(C)c(=O)n2C)n1Cc1cccc2ccccc12 (centres undefined)
41	32	30	COc1ccc(Br)cc1/C=c1\sc2nc(-c3ccco3)nn2c1=O
42	73*	-2	CCOC(=O)c1cnc(-n2nc(C)cc2C)nc1Nc1ccc2c(c1)OCO2
43	-156	-100	Cc1nn(-c2ccccc2)c2sc(C(=O)C(C#N)c3ccccn3)cc12 (centres undefined)
44	-1	2	Cn1nc(CC(=O)Nc2cccnc2N2CCOCC2)c2ccccc2c1=O
45	2	6	Cc1cccn2c(=O)c3cc(C(=O)NCCN4CCOCC4)n(Cc4ccccc4)c3nc12
46	-1	-2	COC(=O)c1ccc(OC(=O)c2ccc(OCc3c(C)noc3C)c(OC)c2)cc1
47	-2	-4	COC(=O)c1ccccc1NC(=O)CN1CCC(n2nnc3cc(C)ccc32)CC1
48	-2	-4	CCOC(=O)c1ccc(NC(=O)CSc2nc3c(c(=O)n2-c2ccccc2OC)SCC3)cc1
49	-2	6	Cc1ccc(-c2nn3c(-c4ccco4)nnc3c3ccccc23)cc1S(=O)(=O)N1CCOCC1
50	-4	-9	CCc1sc(C(=O)Nc2ccsc2C(=O)OC)cc1Br
51	-4	1	CCOc1cc(N2CCOCC2)c(OCC)cc1NC(=O)c1nc2nc(C)cc(C)n2n1
52	-2	3	O=c1[nH]c(CN2CCC(c3nc4ccccc4s3)CC2)nc2sc3c(c12)CCC3
53	125*	152*	CN1CCc2c(sc3c2C(=O)NC(c2ccc4c(c2)OCO4)N3)C1 (centres undefined)
54	-1	0	Cc1ccc(CN(Cc2cc3cccc(C)c3[nH]c2=O)C(=O)N(C)C)cc1
55	-10	41	CCOC(=O)c1cc(C#N)c(SCC(=O)c2cc(C#N)c(SC)nc2C)nc1C
56	1	-2	O=c1[nH]c(CSc2nnc(-c3ccco3)n2-c2ccccc2)nc2sc3c(c12)CCC3
57	2	-5	Cc1ccc(-n2c3c(cc(C(=O)Nc4cccc(C)n4)c2=O)C(=O)CCC3)cc1
58	-3	-6	CCCNC(=O)C1CC(=O)N(c2ccc(OCC(=O)Nc3cc(C)cc(C)c3)cc2)C1 (centres undefined)
59	-2	-9	O=C(O)CSC12CC3CC(C1)CC(C(=O)O)(C3)C2
60	2	0	O=C(Nc1ccccc1N1CCN(c2ccccc2)CC1)C1CCCCC1
61	21	32	COc1ccc(Cn2c3nc4ccccc4nc3c3c(=O)n(Cc4ccco4)cnc32)cc1
62	0	-2	CC(C)N(C(=O)Cn1c(SCC(=O)N2CCN(c3ccccc3)CC2)nc2ccccc21)C(C)C
63	-2	3	COc1cc(-c2nn3c(-c4ccco4)nnc3s2)cc(OC)c1OC
64	0	-7	CCn1c(=O)c(C2=NS(=O)(=O)c3ccccc3N2)c(O)c2ccccc21
65	0	-3	CCN(CC)CCCN1C(=O)C(=O)/C(=C(/O)c2ccc(Cl)cc2)C1c1ccccn1 (centres undefined)
66	1	-2	Cn1c(=O)n(CCN2CCOCC2)c(=O)c2c1nc1n2CCCN1c1ccccc1
67	1	-9	O=C1NCCCC1C(=O)N1CCN(C(=O)C2CCCNC2=O)CC1 (centres undefined)
68	4	3	Cc1c(-n2cc(C(=O)O)c(=O)c3cc(F)c(N4CCCC4)c(F)c32)c(=O)n(-c2ccccc2)n1C
69	-1	4	COc1ccc(S(=O)(=O)N2CCN(c3ncnc4c(-c5ccccc5)nsc34)CC2)cc1
70	-2	3	Cc1c(-c2ccccc2)oc2nc3c(c(=O)n(C)c(=O)n3C)n12
71	2	-5	C=CCn1cnc2c(c1=O)c1nc3ccccc3nc1n2Cc1ccccc1
72	1	-2	CCSc1nc2sc3c(c2c(=O)n1C1CCCCC1)CCN(C)C3
73	-4	-6	CCOC(=O)Cc1csc(NC(=O)c2c(O)c3ccccc3n(C)c2=O)n1
74	-4	-4	COc1cc(C)nc(N2CCCC(C(=O)NC3CCC(C)CC3)C2)n1 (centres undefined)
75	-2	0	Cc1cc(C)nc(-n2nc(C)cc2NC(=O)c2cc(=O)c3ccccc3o2)n1

Additional records:
#	Runt-CBFb FRET	Runt-SMMHC FRET	mol
76	-4	0	Cc1ccc2c(c1)[nH]c1c(N3CCN(Cc4ccc5c(c4)OCO5)CC3)ncnc12
77	-1	1	O=C(CSc1nnc(-c2ccc(Cl)cc2)o1)N1CCN(c2ccccc2)CC1
78	0	-3	O=c1oc2ccccc2c(O)c1/C=N/c1ncccn1
79	4	-1	COc1nc(-c2ccccc2)ccc1-c1noc(-c2ccc(F)cc2)n1
80	2	0	COc1ccc(N2CCCn3c2nc2c3c(=O)n(Cc3ccc(F)cc3)c(=O)n2C)c(OC)c1
81	3	-1	CCN1C(=O)N(CN2CCOCC2)C2C1N(CN1CCOCC1)C(=O)N2CC (centres undefined)
82	-1	-3	Cc1noc(C)c1CSc1nnc2cc(C)c3ccccc3n12
83	-1	-4	O=C(O)CNC1=NCCC1
84	27	40	CCn1c(=N)c(C(=O)OC)cc2c(=O)n3ccccc3nc21
85	0	-6	CC(C)Sc1nnc(NC(=O)C2CC2)s1
86	-2	1	Cc1nc(N2CCN(S(=O)(=O)c3ccc(F)cc3)CC2)c2c(C)c(C)sc2n1
87	56*	57*	COC(=O)c1cc2c(=O)n3cccc(C)c3nc2n(Cc2cccnc2)c1=N
88	0	8	COC(=O)CSc1nnc2c(C)cc3cc4c(cc3n12)OCCO4
89	1	-2	O=C(c1ccccc1)n1c(=S)nc2ccccn21
90	-2	5	Clc1cccc(-c2nn3c(COc4ccccc4)nnc3s2)c1
91	-1	-34	Cc1ccnc(SCCn2c(Br)nc3c2c(=O)[nH]c(=O)n3C)n1
92	-6	-56	CC1CN(c2nc3ccccc3nc2C(C#N)C(=O)NC2CCCCC2)CC(C)O1 (centres undefined)

High-throughput results (PubChem)
